# Assay outcomes deposited in PubChem by several laboratories.
# MsrA act: bovine MsrA enzyme activators, primary screen, biochemical, absorbance, HTS. actives 0.3% (n = 360,000). Methionine sulfoxide reductase A (Bos taurus). AID 602163, 2012. activation, % at 10.6 µM. purified bovine MsrA, absorbance read-out; in the data active = activation above about 7.5%;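 note: 0% = vehicle and 100% = reference activator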
# NRP1-CendR mod: modulators of CendR peptide binding to NRP-1, primary screen, biochemical, fluorescence polarization, uHTS; inhibition, % at 25 µM; actives 0.85% (n = 360,000); Neuropilin-1 (Homo sapiens), O14786; AID 602438, 2012; FAM-RPARPAR peptide binding to NRP-1;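 active = inhibition or corrected inhibition above about 18%, plus a signal ratio from 0.5 to 1.5, limit read from the data, passing the limit was not always enough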; note: strong numbers were not always called active
# MT1-MMP act inh: blockers of MT1-MMP proenzyme processing, primary screen, HT1080 RFP-PRO-GFP cells, GFP/RFP fluorescence; GFP/RFP ratio change, % at 20 µM; actives 0.061% (n = 360,000); AID 651647, 2012; Matrix metalloproteinase-14 (Homo sapiens), P50281; GFP/RFP ratio fluorescence, overnight; percent of plate control window, DMSO zero;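 active = GFP/RFP ratio change of at least 30% with cell ATP level not reduced by more than half and red fluorescence within 50% of control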; note: strong numbers were not always called active
#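 system = RFP-PRO-GFP reporter HT1080 cells | dosing = 20 µM single dose, 1% DMSO | timing = overnight cell settling, then overnight compound exposure, 37 °C, 5% CO2 | read-out basis = GFP/RFP fluorescence ratio | controls = DMSO and RFP-L50D-GFP cell wells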
# FAS TE block: FAS thioesterase domain inhibitors, primary screen, biochemical, fluorescence intensity, uHTS; Fatty acid synthase (Homo sapiens), P49327; recombinant FAS-TE, OMFH fluorogenic substrate, fluorescence endpoint; inhibition, % at 15 µM; actives 0.67% (n = 360,000); AID 602261, 2012;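 active = compounds whose normalised, plate-corrected inhibition of enzyme fluorescence in the single-dose primary screen is 50% or more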;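 note: 0% = DMSO with enzyme and 100% = substrate without enzyme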
# Tb MetRS inh: T. brucei MetRS inhibitors, primary screen, biochemical, luminescence; methionyl-tRNA synthetase (Trypanosoma brucei brucei); purified T. brucei MetRS, ATP depletion, Kinase-Glo luminescence; inhibition, % at 11.9 µM; actives 0.4% (n = 360,000);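 active = inhibition above a per-plate cutoff of the control wells' mean inhibition plus 3 SD, cut at about 5.5% in these data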;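 note: 0% = DMSO wells median and 100% = median of wells with control inhibitor compound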
#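 Material: T. brucei methionyl-tRNA synthetase, purified; reagent: substrates ATP, L-methionine and bulk Escherichia coli tRNA; dosing: 11.9 µM single point; timing: 15 min plus 2 h at 25 °C; detection: luminescence of leftover ATP; evaluation: % inhibition; control set: DMSO-only wells as low control; replicates: singlicate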
# SKN-1 block: suppressors of acrylamide-induced Pgst-4::GFP reporter in worms, primary screen, SKN-1 inhibitor project, whole organism, uHTS, GFP/RFP fluorescence ratio, strain VP596; actives 0.49% (n = 360,000); inhibition, % at 21.8 µM; C. elegans VP596 Pgst-4::GFP/RFP ratio, 24 h;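 active = interference check ratio from 0.5 to 1.5 plus GFP to RFP signal ratio inhibition reaching or exceeding a fixed threshold, cut at about 30% in these data, passing the limit was not always enough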; note: some compounds called inactive have numbers as strong as hits
# E coli Lon inh: inhibitors of E. coli Lon protease, primary screen, biochemical, fluorescence polarization | purified E. coli Lon protease | inhibition, % at 7.94 µM | actives 0.42% (n = 360,000); in the data active = inhibition above about 13%, passing the limit was not always enough;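 note: 0% = enzyme with probe and DMSO and 100% = no enzyme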
# Target sequence (P0A9M0 whole entry, looked up): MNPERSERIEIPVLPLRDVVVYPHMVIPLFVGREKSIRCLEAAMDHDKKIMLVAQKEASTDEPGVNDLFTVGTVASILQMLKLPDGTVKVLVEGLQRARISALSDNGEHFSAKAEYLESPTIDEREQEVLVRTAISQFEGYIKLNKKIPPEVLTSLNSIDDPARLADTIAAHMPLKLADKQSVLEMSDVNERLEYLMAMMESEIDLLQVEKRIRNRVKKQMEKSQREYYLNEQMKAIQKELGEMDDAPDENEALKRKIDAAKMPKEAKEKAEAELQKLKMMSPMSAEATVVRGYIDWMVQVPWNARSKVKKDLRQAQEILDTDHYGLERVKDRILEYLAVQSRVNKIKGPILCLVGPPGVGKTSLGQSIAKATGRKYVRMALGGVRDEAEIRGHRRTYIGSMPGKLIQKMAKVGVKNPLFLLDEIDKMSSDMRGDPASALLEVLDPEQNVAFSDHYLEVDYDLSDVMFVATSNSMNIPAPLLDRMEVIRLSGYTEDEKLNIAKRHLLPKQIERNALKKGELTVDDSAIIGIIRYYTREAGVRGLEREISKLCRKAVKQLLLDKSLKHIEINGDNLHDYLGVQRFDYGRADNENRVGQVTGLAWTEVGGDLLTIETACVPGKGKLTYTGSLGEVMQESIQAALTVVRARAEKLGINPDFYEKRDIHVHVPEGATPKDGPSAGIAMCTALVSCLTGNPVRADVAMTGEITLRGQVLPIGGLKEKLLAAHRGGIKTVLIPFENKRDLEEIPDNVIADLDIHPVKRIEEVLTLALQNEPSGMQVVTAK
# MsrA inhibitor: bovine MsrA enzyme inhibitors, primary screen, biochemical, absorbance, HTS; Methionine sulfoxide reductase A (Bos taurus); purified bovine MsrA, absorbance read-out; inhibition, % at 15.5 µM; actives 0.75% (n = 360,000); AID 651718, 2012; in the data active = inhibition above about 4.5%;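 note: 0% = vehicle wells with enzyme and 100% = reference inhibitor wells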
# MLLE-PAM2 inh: inhibitors of PABP1 MLLE–PAM2 peptide binding, primary screen, biochemical, fluorescence polarization, FITC-PAM2, GST-MLLE; actives 0.36% (n = 360,000); Polyadenylate-binding protein 1 (Homo sapiens), P11940; inhibition, % at 20 µM; in the data active = inhibition above about 35%, passing the limit was not always enough;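 note: plate controls were DMSO wells with GST-MLLE for no effect and wells lacking GST-MLLE protein for full effect; some results filed as inactive read as strong as hits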
# Starred values were filed as active, the others as inactive; . = no result given.
SMILES,MsrA act,NRP1-CendR mod,MT1-MMP act inh,FAS TE block,Tb MetRS inh,SKN-1 block,E coli Lon inh,MsrA inhibitor,MLLE-PAM2 inh
Cc1cc2c3c(c1C)C1(C(=O)N3C(C)(C)CC2C)C(C#N)=C(N)Oc2n[nH]c(C)c21 (centres undefined),-10,0,-5,6,-1.2,-9,2,-0.2,-4
CCC(C)NC(=O)C1CCC(CNS(=O)(=O)c2ccc3c(c2)CC(C)N3C(C)=O)CC1 (centres undefined),-3,9,2,0,-0.5,11,-2,0.0,0
O=C1C(=Cc2cn(-c3ccccc3)nc2-c2ccc(OCc3ccccc3)cc2)SC(=S)N1CCS(=O)(=O)O,-6,-151,-1,71*,1.8,-3,-6,0.7,-6
O=C(NC1CCCCC1)c1ccc(-c2ccccc2F)o1,-3,9,-3,11,0.2,-16,-7,-0.1,1
NC(=S)NN=C1CCC2(CCCCC2)CC1,-3,9,1,-3,0.0,-4,-4,-0.1,-37
N/C(=N\OC(=O)Cc1ccccc1[N+](=O)[O-])c1ccncc1,-3,1,-9,-4,-0.7,6,6,0.7,14
COc1ccccc1C(=O)COC(=O)CSCC(=O)Nc1cc(C)on1,-2,0,-1,-6,-0.2,10,2,0.1,8
O=C(COc1ccccc1)NCC(=O)Nc1cccc(S(=O)(=O)NC2=NCCC2)c1,0,2,-2,-1,0.2,0,-11,0.2,-6
CCCCOc1cccc(C(=O)NC(=S)Nc2cccc(C(F)(F)F)c2)c1,-3,5,1,25,0.6,1,2,-0.7,29
CN(/N=C/c1ccc([N+](=O)[O-])o1)c1ccccc1,-3,-8,-4,2,-0.8,30,0,0.8,-47
COc1ccc(NC(=O)c2ccc3c(c2)C(=O)N(Cc2ccncc2)C3=O)cc1S(N)(=O)=O,0,-17,3,-6,-0.3,-8,-12,0.3,-13
Cc1ccc(NC(=S)NCCc2ccc(S(N)(=O)=O)cc2)cc1C,-2,-2,3,-4,0.2,1,3,-0.3,6
CCn1c(SCC(=O)Nc2ccc3c(c2)OCO3)nnc1-c1cnccn1,-5,-13,0,-8,-0.7,-5,-3,-0.6,4
CN(c1ccccc1)S(=O)(=O)c1cccc(NC(=O)Cc2c(F)cccc2Cl)c1,-1,1,1,19,0.2,18,-7,0.1,-10
Cc1cc(C)n2nc(CC(=O)NC3CCCC(C)C3C)nc2n1 (centres undefined),-11,12,-1,-3,-1.5,6,-3,.,-2
CC(C)(C)NC(=O)CN(C(=O)CS(=O)CC(=O)Nc1ccc(F)cc1)c1cccc(F)c1 (centres undefined),-1,1,4,-2,3.1,1,0,1.4,-16
Cc1ccc(NC(=O)CSc2nnc(-c3cccnc3)n2CCN2CCCCC2)cc1,-3,0,2,-6,1.4,10,6,0.0,5
Cn1cc(S(=O)(=O)Cc2ccc(F)cc2)c2ccccc21,1,-19,-6,-4,-0.3,-6,-9,-0.3,16
O=C(NCc1cn(-c2ccccc2)nc1-c1ccccc1)c1ccc([N+](=O)[O-])cc1,-2,7,0,24,0.5,8,-1,-1.2,-2
COc1ccccc1-c1c(C#N)c(N)nc2c1CCc1ccccc1-2,-2,-31,-22,19,0.6,6,2,1.7,12
CCc1nonc1NC(=O)COc1ccc(Cl)c(C)c1,-1,-7,-1,7,0.5,10,-3,0.2,-3
COc1ccc(S(=O)(=O)N(C)CC(=O)Nc2cccc(C(C)=O)c2)cc1C,-12,6,6,3,-1.0,13,-6,0.0,8
O=C(O)c1ccc(NC(=S)NC(NC(=O)c2ccco2)C(Cl)(Cl)Cl)cc1 (centres undefined),-4,-8,0,-8,-0.6,4,9,-1.5,33
Cc1cc(C)n(CCc2nc(-c3ccc(-c4ccccc4)cc3)cs2)n1,-2,4,2,18,-0.8,17,-12,0.4,-9
N#C/C(=C\c1ccccc1Br)C(=O)NC1CC1,5,4,0,30,0.2,-5,-9,0.2,11
CC(=O)NC(=S)Nc1cccc2c(C)cc(C)nc12,-12,4,0,-4,-0.8,-3,-2,2.1,12
NS(=O)(=O)c1ccc(NC(=O)Cn2ncc3c2-c2ccccc2OC3)cc1,-11,1,10,-6,0.5,-3,8,1.8,-13
O=c1nc2s/c(=C\c3ccc(-c4ccccc4[N+](=O)[O-])o3)c(=O)n2nc1-c1ccccc1,-1,36*,6,-10,0.3,11,-3,0.6,73
CCOC(=O)c1c(NC(=O)CSc2nnc(-c3ccncc3)n2Cc2ccco2)sc(C(C)=O)c1C,3,2,-9,40,-0.5,-3,4,-1.0,-15
COc1ccccc1CN1CCN(Cc2nc(-c3ccc(C)cc3)oc2C)CC1,-5,-6,-2,1,1.0,4,-11,0.8,-14
CCOC(=O)C1=C(c2ccccc2)NC(=O)NC1c1ccc(OC)cc1 (centres undefined),-3,17,3,-3,-0.2,6,3,-0.4,3
O=C(CN1CCCCC1)NCCNC(=O)CN1CCCCC1,1,6,1,-6,0.7,13,-1,-0.7,-11
COc1cc(S(=O)(=O)NCCCn2ccnc2)ccc1F,-2,3,0,1,-0.5,14,9,-0.5,-3
Cc1cnn(CCC(=O)NNC(=S)Nc2ccc(F)cc2)c1,-2,14,-1,-8,-0.6,10,-1,0.3,-3
Cc1cccc(C(C)Nc2ccc([N+](=O)[O-])cn2)c1 (centres undefined),-7,-3,3,18,-0.9,-2,-2,1.5,0
COC(=O)[C@@]1(C)[C@H]2C(=O)N(C)C(=O)[C@H]2[C@H]2CN=C(SCc3ccc(Cl)cc3)N21,-9,7,0,-4,-0.8,14,3,0.1,10
Cc1ccccc1-c1nnc2c3ccccc3c(C)nn12,-1,-16,2,-5,-0.8,-6,-4,0.5,-11
COc1ccc(C(=O)CC2OC(=O)c3c2ccc(OC)c3OC)cc1 (centres undefined),-11,2,1,-10,-1.3,-7,0,1.1,-2
CC(c1nc2ccccc2c(=O)[nH]1)N1CCCN(S(=O)(=O)c2ccc(F)cc2)CC1 (centres undefined),-2,-5,6,4,-0.4,5,-11,-0.4,-6
CC1CC(C)CN(C(=O)c2cc(-c3ccncc3)nc3ccccc23)C1 (centres undefined),-5,0,-2,-5,-0.6,-1,13,1.2,9
CCOC(=O)N1CCC(NC(=O)c2ccc3c(c2)N=C(CC)c2ccccc2S3)CC1,-3,4,2,5,-0.2,10,-3,-0.6,-4
O=C(Nc1cc(S(=O)(=O)N2CCCC2)ccc1Cl)c1cc(F)c(F)c(F)c1F,-3,22,-7,-1,-0.2,5,5,-0.2,-4
O=C(COC(=O)c1ccccc1Nc1ccccc1)NCc1ccccc1,-9,1,3,-6,-0.9,8,-3,1.6,-1
NNC(=O)C(=O)/C=C1\NC2(CCCC2)Cc2ccccc21,-1,17,3,-4,0.8,-3,-7,1.4,6
COc1ccc(NC(=O)CCc2c(C)nc3nc(CNC(=O)c4cccc(F)c4)nn3c2C)cc1OC,-10,-4,-1,-5,-1.1,5,3,-0.4,8
CSc1ccc(CCNC(=O)c2cc(C)nn2-c2ccccc2)cc1,-2,0,2,2,-0.7,-3,2,0.0,-7
COc1ccc(NC(=O)c2cccc(S(=O)(=O)N3CCc4ccccc43)c2)c(OC)c1,-1,-4,2,-1,0.3,16,-8,-0.6,-2
Cc1ccc(C(=O)Nc2ccc(S(=O)(=O)N3CCCC3)cc2)o1,-3,10,2,-3,0.2,13,-3,-0.1,0
CC[N+](C)(CC)CCC(c1ccccc1)C1CCCCC1 (centres undefined),-1,1,-4,-7,0.3,16,-4,0.8,-121
COc1ccccc1/C(C)=N/NC(=S)NCc1ccccc1,0,6,4,19,-0.3,5,6,1.3,3
Cc1csc(=O)n1CCC(=O)O,-6,10,2,-6,-1.5,-43,7,1.1,30
CCC(C)[C@H](NC(=O)N1CC(=O)Nc2ccccc21)C(=O)N[C@@H](Cc1c[nH]c2ccccc12)C(=O)O (some centres undefined),-5,0,-1,-3,-0.3,3,-3,-0.4,-15
COC(=O)[C@H](C)NC(=O)Nc1cc(Cl)ccc1C,-7,-6,-2,-9,-0.4,-4,-11,-0.2,-3
N#Cc1c(NC(=O)C2C3C=CC(C3)C2C(=O)O)sc2c1CCCCC2 (centres undefined),-1,-2,0,-2,0.3,-1,-4,1.9,14
Cc1cc(Nc2nnnn2-c2ccccc2)n(-c2ccccc2)n1,-11,9,-11,-8,-0.8,98,3,-0.8,5
O=C(OCc1nc2ccsc2c(=O)[nH]1)c1cc(Br)c(Br)s1,-3,-5,0,8,0.6,1,0,1.7,14
COCC1CCCCN1C(=O)c1ccc2oc(CCc3ccccc3)nc2c1 (centres undefined),-10,-5,-2,2,0.1,-20,-1,-1.4,0
O=C(O)CCC(=O)NNC(=O)c1cccc(Br)c1,-5,3,4,-12,-1.1,2,-6,-1.0,-7
O=C(Nc1nnc(CCS(=O)(=O)c2ccc3ccccc3c2)s1)c1cccs1,-3,7,2,-2,-0.4,1,-10,-1.1,-2
CCOc1ccccc1N(CC(=O)Nc1ccccc1C(=O)N1CCOCC1)S(C)(=O)=O,-4,-4,-1,-7,-0.3,-3,-1,0.3,3
# The listing continues:
SMILES,MsrA act,NRP1-CendR mod,MT1-MMP act inh,FAS TE block,Tb MetRS inh,SKN-1 block,E coli Lon inh,MsrA inhibitor,MLLE-PAM2 inh
O=C(c1ccc(N2CCCC2)c([N+](=O)[O-])c1)N1CCN(S(=O)(=O)c2ccc(Cl)cc2)CC1,-9,-8,7,28,-0.7,-5,5,0.8,6
Cc1ccc(OCC(=O)Nc2nnc(S(=O)(=O)N3CCCCCC3)s2)cc1,0,-10,0,4,0.3,3,-5,0.4,-13
O=C1N[C@@H](c2ccccc2)COC(=O)[C@H](Cc2ccc(F)cc2)C/C=C\C[C@H]1CC(=O)N(CCO)Cc1ccccc1,-3,-4,0,-1,1.2,-1,3,-0.5,6
CN(C)CC(=O)N1c2ccccc2Sc2ccc(Cl)cc21,-3,-2,-4,6,-0.3,7,2,0.6,10

# Quoted at random: 3 entries already listed, in no set order.
SMILES,MsrA act,NRP1-CendR mod,MT1-MMP act inh,FAS TE block,Tb MetRS inh,SKN-1 block,E coli Lon inh,MsrA inhibitor,MLLE-PAM2 inh
O=C(c1ccc(N2CCCC2)c([N+](=O)[O-])c1)N1CCN(S(=O)(=O)c2ccc(Cl)cc2)CC1,-9,-8,7,28,-0.7,-5,5,0.8,6
O=C1N[C@@H](c2ccccc2)COC(=O)[C@H](Cc2ccc(F)cc2)C/C=C\C[C@H]1CC(=O)N(CCO)Cc1ccccc1,-3,-4,0,-1,1.2,-1,3,-0.5,6
CN(C)CC(=O)N1c2ccccc2Sc2ccc(Cl)cc21,-3,-2,-4,6,-0.3,7,2,0.6,10
